Source: PubChem BioAssay (National Center for Advancing Translational Sciences (NCATS))
HTT aggregate = qHTS Multiplex Assay to Identify Dual Action Probes in a Cell Model of Huntington: Aggregate Formation (GFP) | PC12 HttQ103-GFP aggregates, Acumen cytometry, 40 h | Potency, µM (titrated, usually from 46.1 µM), inactives show at the top dose activity change, negative = inhibition, actives largely listed as inhibitors | hit rate 1.1% among 220,000; note: % is set by controls: 0 for no effect and ±100 for the full control effect; nearly all actives have a fitted effect of over 60% in size
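Ecdysone-promoter PC12 model expressing HTT exon 1 Q103 fused to GFP, induced by tebufenozide at 100 nM final. Compounds titrated; aggregates sized 1–25 µm scored on a 488 nm laser cytometer.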
Tau fibril ThT = qHTS for Inhibitors of Tau Fibril Formation, Thioflavin T Binding; Microtubule-associated protein tau (Homo sapiens), P10636; recombinant tau K18 P301L, heparin-induced fibrillization, ThT fluorescence; Potency, µM (series often up to 57.4 µM), inactives show top-dose activity, negative = inhibition, usual class: inhibitors; hit rate 2.1% among 270,000; AID 1460, 2008; note: % is set by controls: 0 for no effect and ±100 for the full control effect; nearly all actives have a fitted effect of over 55% in size
Target sequence (P10636 561-689 P618L limits assumed): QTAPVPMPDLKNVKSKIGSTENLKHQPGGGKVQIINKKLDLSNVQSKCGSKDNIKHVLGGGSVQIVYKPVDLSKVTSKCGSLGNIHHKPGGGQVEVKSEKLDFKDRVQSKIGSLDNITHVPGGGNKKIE
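K18 P301L tau (15 uM + 0.24 uM Alexa 594-tagged), heparin 20 uM, NaOAc pH 7, 6 h 37 C; ThT 30 uM, 1 h RT, ex 450/em 510 nm.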
SMN2 splice up = qHTS Assay for Enhancers of SMN2 Splice Variant Expression; hit rate 2.8% among 210,000; HEK293 SMN2-luciferase splicing reporter, luminescence, 30-36 h; Potency, µM (highest dose often 46.1 µM), for inactives: at the highest dose activity change, positive = activation, usual class: activators; AID 1458, 2008; note: % of control where 0% means no effect; nearly all actives have a fitted effect of over 55% in size
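HEK293 cells carry an SMN2 minigene-luciferase reporter in which exon 7 inclusion puts luciferase in frame. Cells were seeded at 2000 cells/well, attached for 10-12 hours, then exposed to compounds for 30-36 hours at 37C before ONE-Glo luminescence.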
Tau fluor cs = Counterscreen qHTS for Inhibitors of Tau Fibril Formation, Fluorescence Polarization; tau K18 P301L Alexa594 fluorescence, heparin fibrillization; Potency, µM (titrated, usually from 57.7 µM), without a hit: at the top dose activity change, negative = decrease; hit rate 0.93% among 280,000; AID 1463, 2008; note: % is set by controls: 0 for no effect and ±100 for the full control effect; nearly all actives have a fitted effect of over 55% in size
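Human tau K18 P301L (15 uM unlabeled, 0.24 uM Alexa 594-labeled) in 100 mM sodium acetate pH 7 with 20 uM heparin, 6 hr at 37 C. ThT 30 uM added, 1 hr ambient; Alexa 594 FP and total fluorescence read at 555/632 nm.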
Tau FP inhib = qHTS for Inhibitors of Tau Fibril Formation, Fluorescence Polarization | Microtubule-associated protein tau (Homo sapiens), P10636 | K18 P301L tau heparin fibrillization, Alexa594 FP, 6 h | Potency, µM (titrated, usually from 57.7 µM), for inactives: top-dose activity, negative = inhibition, usual class: inhibitors | hit rate 0.39% among 280,000; note: % is set by controls: 0 for no effect and ±100 for the full control effect; nearly all actives have a fitted effect of over 55% in size
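Read-out: fluorescence polarization of Alexa 594-labeled tau (0.24 uM), 555 nm excitation, 632 nm emission. Mixtures held 15 uM unlabeled K18 P301L, compound and 20 uM heparin, pH 7 acetate buffer, incubated 6 hr at 37 C.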
HTT ATP protect = qHTS Multiplex Assay to Identify Dual Action Probes in a Cell Model of Huntington: Cytoprotection (ATP); AID 1471, 2008; Potency, µM (series often up to 56.4 µM), without a hit: cytoprotection (ATP increase), hits mostly activators; PC12 HTT-Q103 induced, cytoprotection, ATP luminescence, 40 h; hit rate 0.14% among 230,000;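 note: % of control where 0% means no effect; nearly all actives have a fitted effect of over 45% in size; toxic huntingtin expression switched on by the ecdysone agonist tebufenozide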
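Rat PC12, Q103 Htt exon1-GFP fusion, ecdysone promoter; tebufenozide inducer 100 nM final; compound titration; qHTS, 1500 cells/well; ATPlite luminescent read.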
KDM4E inh = qHTS Assay for Inhibitors of Human Jumonji Domain Containing 2E (JMJD2E). Lysine-specific demethylase 4E (Homo sapiens), B2RXH2. JMJD2E catalytic domain, FDH-coupled NADH fluorescence (FDH is formaldehyde dehydrogenase). Potency, µM (top dose mostly 57.1 µM), for the others: at the highest dose activity change, negative = inhibition, usual class: inhibitors. hit rate 1.6% among 230,000; active = well fitted inhibition curve with a large enough effect, not every such curve was filed as active; inconclusive = small, poorly fitted or top-dose-only effect, or another doubt; inactive = no such curve, though single readings can be large or run the other way;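 note: 0% = wells with enzyme and -100% = buffer wells without enzyme; nearly all actives have a fitted effect of over 50% in size; many of its hits are not listed in these tables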
Target sequence (B2RXH2 1-337 limits assumed): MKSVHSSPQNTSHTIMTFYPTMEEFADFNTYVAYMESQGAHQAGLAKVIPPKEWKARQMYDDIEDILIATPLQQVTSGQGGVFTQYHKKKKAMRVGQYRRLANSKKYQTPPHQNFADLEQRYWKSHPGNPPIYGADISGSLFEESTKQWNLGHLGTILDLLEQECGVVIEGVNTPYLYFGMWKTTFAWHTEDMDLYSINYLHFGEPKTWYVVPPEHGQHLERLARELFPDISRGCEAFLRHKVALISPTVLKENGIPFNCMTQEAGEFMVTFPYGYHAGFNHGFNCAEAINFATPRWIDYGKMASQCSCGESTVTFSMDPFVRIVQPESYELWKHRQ
ALDH1A1 inh = qHTS Assay for Inhibitors of Aldehyde Dehydrogenase 1 (ALDH1A1). Aldehyde dehydrogenase 1A1 (Homo sapiens), P00352. Purified ALDH1A1, NADH fluorescence, propionaldehyde substrate. Potency, µM (titrated, usually from 75.3 µM), without a hit: top-dose activity, negative = inhibition, usual class: inhibitors. hit rate 7.3% among 220,000. AID 1030, 2008; active = well fitted inhibition curve with a large enough effect, not every such curve was filed as active; inconclusive = small, poorly fitted or top-dose-only effect, or another doubt; inactive = no such curve, though single readings can be large or run the other way;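 note: plate controls were no enzyme wells and a reference inhibitor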
Target sequence (P00352 whole entry, looked up): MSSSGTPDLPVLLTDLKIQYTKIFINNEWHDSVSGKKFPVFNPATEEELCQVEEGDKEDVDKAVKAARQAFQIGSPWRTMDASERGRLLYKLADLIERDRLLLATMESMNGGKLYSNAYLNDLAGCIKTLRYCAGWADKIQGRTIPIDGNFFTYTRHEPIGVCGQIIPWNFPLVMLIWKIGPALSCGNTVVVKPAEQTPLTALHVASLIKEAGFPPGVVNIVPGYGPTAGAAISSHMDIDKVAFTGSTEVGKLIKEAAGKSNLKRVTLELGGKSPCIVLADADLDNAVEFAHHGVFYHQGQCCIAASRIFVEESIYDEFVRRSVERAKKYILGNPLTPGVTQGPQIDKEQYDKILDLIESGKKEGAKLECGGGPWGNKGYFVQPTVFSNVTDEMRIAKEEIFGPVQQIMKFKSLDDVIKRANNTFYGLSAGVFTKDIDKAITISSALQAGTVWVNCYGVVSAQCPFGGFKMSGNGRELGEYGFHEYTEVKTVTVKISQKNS
The depositor's hits bear a star; ? = inconclusive; / = not tested or not shown; [ ] = dose if it differs, or a comment. Unless noted, calls come from the whole dose curve; as a rule, active = well fitted curve in the direction sought with a large enough effect; inconclusive = small, poorly fitted or top-dose-only effect, or another doubt; inactive = no such curve, though single readings can be large; an effect the other way counts as inactive or inconclusive. Potency is the fitted concentration of half-maximal effect. The list is partial (hit frequency here may not be typical).

SMILES | HTT aggregate | Tau fibril ThT | SMN2 splice up | Tau fluor cs | Tau FP inhib | HTT ATP protect | KDM4E inh | ALDH1A1 inh
Cc1ccc(NC(=O)COC(=O)CNC(=O)c2cccc([N+](=O)[O-])c2)cc1S(=O)(=O)N1CCCCCC1 | 7% | 0% | -9% | ? | 10% | -3%[10 µM] | 0% | ?
COc1ccc(Cl)cc1NC(=O)Nc1ccccc1SC | -2% | 0% | -4% | -11% | -12% | / | -6% | -3%
O=C(c1ccc2c(c1)N(Cc1ccccc1F)C(=O)c1ccccc1S2(=O)=O)N1CCCC1 | / | 0% | 7% | -6% | -1% | / | / | /
Cn1cc(CN2CCC(C(O)c3cccs3)CC2)c(-c2ccccc2F)n1 (stereo unspecified) | 5%[9.22 µM] | -10% | / | -15% | 0% | 23%[10 µM] | 2% | /
Cc1nc(Nc2ccc(C(=O)O)cc2)sc1-c1ccccc1 | 15% | -1% | / | -7% | 0% | -23% | 2% | 12%
Cc1cc(C)c(C#N)c(SCc2ccccc2F)n1 | 28%[9.22 µM] | 0% | -14% | -5% | -2% | 33%[10 µM] | -4% | -5%
Cn1ccc2cc(NC(=O)Nc3cccnc3)ccc21 | / | ? | / | 14µM*[quencher] | ? | -50%[inhibitor] | ? | -8%
Cc1ccccc1Oc1nc2ccccn2c(=O)c1/C=C(\C#N)c1nc2ccccc2[nH]1 | / | ? | -2% | -21% | -8% | / | / | /
CC(=O)c1c(C)[nH]c(C(=O)OC2CCCCC2=O)c1C (stereo unspecified) | 4% | -5% | 12% | -5% | ? | 0% | 15% | -6%
Cc1ccc(O)c(C2=Nc3ccccc3N=C(c3cccc([N+](=O)[O-])c3)C2)c1 | -18% | ? | -13% | ? | 5% | 16% | -19% | -14%
COC(=O)c1c(NC(=O)C(Cl)Cl)sc2c1C(C(=O)OC)CC2 (stereo unspecified) | 3%[9.22 µM] | ? | / | -26% | 3% | -5%[10 µM] | -7% | 0.89µM*
COc1cc2c(cc1NC(=O)CN1C(=O)NC3(CCc4ccccc43)C1=O)oc1ccccc12 (stereo unspecified) | ? | ? | 8% | ? | -2% | 0%[10 µM] | ? | -7%
Cc1cccc2c1-c1sc(C(=O)N3CCc4ccccc4C3)cc1CO2 | 11% | -2% | 15% | -9% | -2% | / | 4% | ?
CC(C)(C)C(=O)CSc1nc2ncc(Br)cc2[nH]1 | 1% | -2% | / | -11% | -8% | -21% | -4% | ?
Cc1cc(C)c(S(=O)(=O)N(C)c2ccccc2)c(C)c1 | -27% | -19% | -22% | -13% | 1% | -8% | -6% | 6%

Ordered by value in HTT aggregate (descending): 3 from the list above
Compound	HTT aggregate	Tau fibril ThT	Tau FP inhib	KDM4E inh	ALDH1A1 inh
CC(C)(C)C(=O)CSc1nc2ncc(Br)cc2[nH]1	1%	-2%	-8%	-4%	?
Cc1ccc(O)c(C2=Nc3ccccc3N=C(c3cccc([N+](=O)[O-])c3)C2)c1	-18%	?	5%	-19%	-14%
Cc1cc(C)c(S(=O)(=O)N(C)c2ccccc2)c(C)c1	-27%	-19%	1%	-6%	6%

(cont.)
SMILES | HTT aggregate | Tau fibril ThT | SMN2 splice up | Tau fluor cs | Tau FP inhib | HTT ATP protect | KDM4E inh | ALDH1A1 inh
Cc1ccc(/C=N/NC(=O)NN(C)c2ncc(C(F)(F)F)cc2Cl)cc1 | -7% | -4% | / | -2% | -7% | 10% | 5% | 2%
O=C(c1cccc(S(=O)(=O)NCCOc2ccccc2)c1)N1CCN(c2ncccn2)CC1 | -20% | -11% | -37%[inhibitor] | -6% | -10% | 4%[0.074 µM] | -14% | ?
CCSc1nnc(NC(=O)C(C)Sc2nc3ccccc3[nH]2)s1 (stereo unspecified) | 3% | -8% | 3% | -21% | -6% | -9%[10 µM] | 3% | 10%
O=C(CN1C(=O)c2cccc3cccc1c23)N1CCN(c2ccccc2)CC1 | 4% | -2% | 21% | -8% | -3% | 8%[10 µM] | ? | -7%
CC(C)C(=O)Nc1nnc(Sc2ccc(N(C)C)cc2)s1 | 7% | -14% | -17% | -22% | -7% | 6% | -6% | 25µM*
Cc1noc(C)c1CSc1ncnc2sc(C)c(C)c12 | 14% | -12% | 4% | -1% | -12% | -12% | ? | -4%
CCN1C(C)=C(C(=O)OC)C(c2ccccc2)N2C(=O)[C@](O)(C(=O)OC)CC(C#N)=C12 (stereo partly specified) | / | -12%[11.5 µM] | / | -11%[11.6 µM] | 3%[11.6 µM] | -12%[10 µM] | / | 4%[13.5 µM]
CCN1C(=O)C(CC(=O)Nc2ccc(F)cc2)N(CCc2ccc(OC)cc2)C1=S (stereo unspecified) | 3%[9.22 µM] | 7% | -5% | ? | ? | -16%[10 µM] | -17% | 10µM*
CCOC(=O)C1C(c2ccc(OC)cc2)N(C)OC1(O)C(F)(F)F (stereo unspecified) | -9% | -1% | 23% | -4% | -5% | 21%[10 µM] | 9% | 7%
CC(C)(C)Nc1cccccc1=O | -9% | -17% | / | -6% | 3% | 5% | -4% | -2%
O=C(NNC(=O)c1ccccc1-c1ccccc1C(=O)O)c1ccccc1 | -4%[9.22 µM] | -6% | / | -6% | 6% | 15%[10 µM] | -6% | 12%
Cc1[nH]c(-c2ccc3c(c2)OCO3)nc1C(=O)O | 7% | -11% | 12% | -8% | 8% | -42%[inhibitor] | ? | ?
O=C(CSc1nnc(-c2cccnc2)n1Cc1ccccc1)NCc1ccco1 | 13% | ? | / | -1% | -5% | -4%[10 µM] | -6% | -2%
O=C1[C@@H]2CSCN2C(=O)CN1Cc1ccc(F)cc1 | 12%[9.22 µM] | 13% | / | 20% | -1% | -3%[10 µM] | -3% | /
COc1ccc(/C=N/NC(=O)c2ccc3c(c2)OCCO3)cc1[N+](=O)[O-] | ? | ? | -6% | -5% | 6% | -11%[10 µM] | 13% | 11%
COCCCN(C(C)=O)c1nc(-c2ccc(OC)cc2)cs1 | 1% | -8% | 8% | -15% | -10% | -59%[inhibitor][10 µM] | 3% | 6%
Cc1ccc(C2CC(=O)Oc3cc(C)c(Cl)c(C)c32)cc1 (stereo unspecified) | / | ? | / | -23%[81.3 µM] | -13%[81.3 µM] | -80%[inhibitor] | / | -13%
COC(=O)C1=C(C)NC(C)=C(C(=O)OC)C1c1ccco1 | 14%[9.22 µM] | -6% | / | -11% | -8% | 1%[10 µM] | -7% | /
COc1ccc(-c2cn3cccnc3n2)cc1NS(=O)(=O)c1ccccc1 | 19% | -8% | ? | -7% | 0% | -20% | ? | ?
COc1cc(O)c(C(CC(=O)N2CCN(c3ccccc3)CC2)c2ccc3c(c2)OCO3)c(OC)c1 (stereo unspecified) | 8%[9.22 µM] | -1% | / | -10% | 4% | -3%[10 µM] | 5% | /
Cc1sc(NC(=O)CSc2nnc(COc3ccccc3)n2C)c(C#N)c1C | 5% | 2% | -2% | -3% | -9% | -14%[10 µM] | -3% | ?
CCOC(=O)CN(C(=O)CNC(=O)c1cccs1)C(C(=O)NC1CCCCC1)c1cccs1 (stereo unspecified) | 11% | -6% | 1% | -3% | 5% | -6%[10 µM] | -2% | -12%
O=c1[nH]c(=O)n(C2CC(O)C(CO)O2)cc1F (stereo unspecified) | / | -6% | -39%[inhibitor] | -11% | -3% | -102%[inhibitor] | 1% | 4%
CN(/N=C/c1cccnc1)c1cnc2ccccc2n1 | -11% | -13% | 11µM* | -1% | 12% | -22%[10 µM] | ? | 9%
CCC(C)Sc1nc2c(c(=O)[nH]c(=O)n2C)n1CC(O)COc1ccccc1C (stereo unspecified) | 6% | -15% | 11% | -4% | -7% | 10%[1.9 µM] | ? | 14µM*
CC1=CC=CC2=N/C(=N\S(=O)(=O)c3ccc(F)cc3F)c3ccccc3CN12 | 28% | 2% | 16% | -3% | 0% | / | ? | ?
COc1ccc(-c2nc(CN3CCCCC3c3cccnc3)c(C)o2)c(F)c1 (stereo unspecified) | 1%[9.22 µM] | -13% | / | -10% | 3% | 12%[10 µM] | -7% | -6%
CCOC(=O)/C(=N\Nc1ccccc1Cl)N1CCN(C)CC1 | -3% | -1% | -4% | 1% | 7% | -6%[10 µM] | 8% | 6%
N/C(=N\OC(=O)COc1ccc(Cl)cc1)c1ccc(Cl)cc1 | 8% | 3% | 5% | 5% | 1% | 16%[10 µM] | 6% | 3%
COc1ccccc1-c1nnc(NC(=O)C(C)Sc2nncn2C)s1 (stereo unspecified) | -2% | -2% | -38% | -5% | -7% | -61%[inhibitor] | -14% | -9%
O=C(COc1ccc(S(=O)(=O)N2CCCC2)cc1)NCC1CCCO1 (stereo unspecified) | -12%[9.22 µM] | -2% | / | 3% | -5% | 8%[10 µM] | 4% | -4%
O=C(CCC(=O)Nc1cccc2ccccc12)N/N=C/c1ccco1 | -13% | -3% | 0% | 2% | 0% | -8%[10 µM] | -9% | -2%
O=C(CSc1ccc(F)cc1)NC(=O)NCc1ccccc1 | -2% | 2% | 0% | -10% | -6% | -15% | 0% | -2%
CCN(CC)C(=O)C1CC(=O)N(c2ccc(OC)cc2)C1c1ccc(OC)cc1 (stereo unspecified) | -21% | 5% | -3% | 1% | 0% | -15% | -8% | ?
C[C@@H](C(=O)N1CCNCC1)n1cc(CCC(=O)O)nn1 | 10%[9.22 µM] | -5% | / | -4% | -9% | 6%[10 µM] | 18% | 0%
CCn1nnnc1-c1ccc(OC)c(S(=O)(=O)NCc2ccccc2)c1 | 3% | -7% | ? | -5% | 1% | -14% | 7% | 1.9µM*
O=C(/C=C/c1ccc2c(c1)OCO2)NCc1ccco1 | 19% | -9% | 27% | -8% | -2% | / | ? | ?
